# HIV RNase H inh – inhibitors of HIV-1 reverse transcriptase RNase H | P04585 | RT-RNase H RNA/DNA duplex cleavage, fluorescence | inhibition, % at 10 µM | hit rate 1.9% among 65,000 | AID 565; in the data active means inhibition above about 50%
# RmlC RmlD mix – mixture blocks RmlC and RmlD coupled enzyme activity; RmlC/RmlD coupled enzyme inhibition, 384-well mixture HTS; inhibition, % at 5.5 µM; hit rate 0.39% among 110,000; in the data active means inhibition above about 30%, passing the limit was not always enough; further: strong numbers were not always called active
# * = called active by the depositor; . = not tested or not shown. An excerpt, so the mix of outcomes need not match the whole.
entry	SMILES	HIV RNase H inh	RmlC RmlD mix
1	CCCCn1c(SCC(=O)NCc2cccs2)nc2c1c(=O)n(C)c(=O)n2C	-3	6
2	C/C(=N\NC(=O)c1csc2ccccc12)c1ccc(O)cc1	.	-3
3	C=CCN1C(=O)C(C)(C)Nc2ccccc21	8	-3
4	Cc1cc(C(=O)OCC(=O)Nc2ccc(F)c(F)c2)c(C)o1	.	34
5	COc1cccc2cc(NC(=O)C3CCCCC3)c(=O)oc12	-4	-1
6	COc1cc(C(=S)N2CCCCC2)ccc1OCC(=O)N1CCCC1	13	-13
7	COC(=O)c1ccc(Oc2c(C)oc3c(CN4CCN(C)CC4)c(O)ccc3c2=O)cc1	4	40*
8	O=C1CC2(CON=C2c2ccc(F)cc2)C(=O)N1c1ccc(F)cc1 (centres undefined)	3	1
9	COc1ccc(-c2noc(CSc3nc4ccccc4c(=O)n3-c3ccccc3)n2)cc1	0	13
10	COc1ccc(-n2nc3cc(C)c(N)c(Br)c3n2)cc1	9	-11
11	COc1ccccc1N=c1oc2cc(O)ccc2cc1C(N)=O	-25	40*
12	O=C(Nc1ccc2snnc2c1)N1CCSCC1	5	-8
13	Cc1ccc(CNC(=O)C(Cc2ccccc2)NS(=O)(=O)c2ccc3c(c2)CCC(=O)N3)cc1 (centres undefined)	.	-18
14	COc1cccc(-c2nc(CS(=O)(=O)CC(=O)N3CCc4ccccc4C3)c(C)o2)c1	-6	12
15	CC[C@@H]1CN(C)[C@H]2Cc3c([nH]c4ccccc34)C(=O)C[C@@H]1[C@@H]2C(=O)OC	.	-2
16	CN(C)CC/C=C1\c2ccccc2Sc2ccc(Cl)cc21	.	6
17	Cc1ccccc1CN(c1ccc(C(=O)Nc2ccccc2C(=O)NCc2ccco2)cc1)S(C)(=O)=O	.	5
18	COc1cccc(NC(=O)C2CC(=O)n3cnnc3S2)c1 (centres undefined)	30	10
19	COc1cc(CN2CCC(C(=O)NC3CCCC3)CC2)cc(OC)c1O	35	-7
20	COc1ccc(C2=Nn3c(nnc3-c3ccccn3)SC2)cc1OC	0	8
21	O=C1CCCC2=C1C(c1ccsc1)CC(=O)N2c1nnc(SCc2ccccc2)s1 (centres undefined)	.	-8
22	CCOC(=O)C1CCCN(c2nc(C)nc3c2oc2ccccc23)C1 (centres undefined)	-13	-1
23	CC(C)CNS(=O)(=O)c1ccc(CCC(=O)Nc2cc(Cl)ccc2Oc2ccccc2)cc1	.	-9
24	NC(=O)CC1(CC(=O)O)CCCCC1	-5	-11
25	CC(C)C(NS(=O)(=O)c1cccs1)C(=O)N(C)Cc1ccccc1 (centres undefined)	.	-9
26	Cc1ccccc1-n1c(C)nc2ccccc21	-19	8
27	Cn1c2c(c(=O)n(C)c1=O)C(NC(=O)c1ccco1)(C(F)(F)F)C(=O)N2 (centres undefined)	0	5
28	Cc1cccc(CCN(C(=O)Cc2cccs2)C(C(=O)NC2CCCCC2)c2cccnc2)c1 (centres undefined)	.	-5
29	Clc1ccc(-c2csc(N3CCC(c4ccccc4)C3)n2)cc1 (centres undefined)	.	2
30	[O-]C1=N/[N+](=C/c2ccc(Cl)c(Cl)c2)CC1	.	-4

entry	SMILES	HIV RNase H inh	RmlC RmlD mix
31	Cn1c2c(c(=O)n(C)c1=O)CN(CC1CCCO1)CN2 (centres undefined)	-17	11
32	O=C1N/C(=C/c2ccc(N3CCOCC3)cc2)C(=O)N1Cc1ccc(F)cc1	.	-17
33	COCCNC(=O)CN(c1cc(C(F)(F)F)ccc1Cl)S(C)(=O)=O	-3	-1
34	COc1ccc(N2Cc3cccc(C(=O)N4CCOCC4)c3C2=O)cc1	-10	5
35	Cc1ccc(S(=O)(=O)N(C)C2(C)CCS(=O)(=O)C2)cc1 (centres undefined)	.	-1
36	Cc1c(Br)c(C(F)(F)F)nn1CC(=O)NCCN1CCOCC1	-3	-12
37	c1ccc(Cn2nnnc2CN2CCOCC2)cc1	.	4
38	O=C(c1ccccc1)N1CCN(C(=O)C23CC4CC(CC(C4)C2)C3)CC1	-6	-9
39	Cc1onc(-c2c(F)cccc2Cl)c1C(=O)NCCc1ccc(S(N)(=O)=O)cc1	54*	-17
40	Cc1cc(Cl)c(S(N)(=O)=O)cc1OCC(N)=O	-4	-12
41	O=C(NC1CCCC1)C(NS(=O)(=O)c1cccc2nsnc12)c1ccccc1 (centres undefined)	-3	2
42	COc1cc(C(=O)OCC(=O)Nc2c(F)c(F)c(F)c(F)c2F)cc(OC)c1OC	-13	8
43	CC(=O)c1c(C)[nH]c(C(=O)NCc2cccs2)c1C	-7	3
44	Cc1ccn2c(NC(=O)c3ccco3)c(-c3ccccc3)nc2c1	.	13
45	Cc1ccc(-n2nc3c(c2NC(=O)CCC2CCCCC2)CS(=O)C3)cc1 (centres undefined)	-2	7
46	CCc1nnc(NC(=O)Cn2nc(-c3ccc(OC)c(OC)c3)ccc2=O)s1	.	-16
47	Cc1cc(C)cc(N(CC(=O)N2CCn3c2nc2ccccc23)S(=O)(=O)c2c(C)noc2C)c1	4	-44
48	CC(C)n1c(=S)[nH]c2c1c(=O)[nH]c(=O)n2C	-4	-7
49	CCOC(=O)c1[nH]c2cc(OC)c(OC)cc2c1NC(=O)c1nonc1C	2	-3
50	CCOc1ccc2[nH]c(C)cc(=O)c2c1	-5	4
51	Cc1cc(=O)oc2cc(OCC(=O)Nc3nnc(C(C)C)s3)ccc12	.	12
52	Cc1c(C(=O)NC(C)CN2CCCCC2)oc2ccccc12 (centres undefined)	1	-6
53	COC(=O)c1c(C)[nH]c(C)c1-c1ccccc1	-3	-6
54	CCOc1cc(NC(=O)C2CC2)c(OCC)cc1NC(=O)c1ccccn1	-14	8
55	COCCn1nnnc1C(c1ccc(OC)cc1OC)N1CCN(c2ccccc2F)CC1 (centres undefined)	-6	-2
56	Cn1c(=O)c2c(nc(SC3C(=O)CC(C)(C)CC3=O)n2C)n(C)c1=O	-2	6
57	CCCCOCCCNC(=O)N[C@H](C(=O)OC)C(C)C	-27	-8
58	COc1ccc(OC)c(NC(=O)C2CCC(CNc3c(N4CCC(C)CC4)c(=O)c3=O)CC2)c1 (centres undefined)	7	-3
59	CC(c1ccccc1)C1CC(=O)N(C2CCCCC2)C1=O (centres undefined)	.	-10
60	COc1ccc(-c2nnc(SCC(=O)c3[nH]c(C)c(C(C)=O)c3C)o2)cc1	10	-9

# Next part, starting with the last three of the part before.
entry	SMILES	HIV RNase H inh	RmlC RmlD mix
58	COc1ccc(OC)c(NC(=O)C2CCC(CNc3c(N4CCC(C)CC4)c(=O)c3=O)CC2)c1 (centres undefined)	7	-3
59	CC(c1ccccc1)C1CC(=O)N(C2CCCCC2)C1=O (centres undefined)	.	-10
60	COc1ccc(-c2nnc(SCC(=O)c3[nH]c(C)c(C(C)=O)c3C)o2)cc1	10	-9
61	CCCSc1nc2c(c(=O)[nH]c(=O)n2C)n1C	-12	-6
62	COc1cccc(C(=O)n2c(SC)nc3cc4c(cc32)OCCO4)c1	.	5
63	Cc1noc(C)c1S(=O)(=O)N1CCC(C(=O)NCCC2=CCCCC2)CC1	-1	-1
64	CCOc1ccc(CN2CCC(=O)NC2=O)cc1	-5	1
65	CN(C)CCCNCC(=O)Nc1ccccc1N1CCOCC1	.	5
66	Cc1[nH]nc2c1C(Cc1ccccc1)C(C#N)=C(N)O2 (centres undefined)	-31	-8
67	CCc1nnc(SCC(=O)N2CCCc3ccccc32)nc1CC	-20	-9
68	FC(F)(F)c1nc(-c2cccnc2)ncc1-c1nnnn1-c1ccccc1	.	-5
69	COc1c(Cl)cc(-c2noc(C)c2C(=O)NCc2ccccc2)cc1Cl	.	-12
70	c1coc(Cn2nnnc2CN2CCN(C3CCCCC3)CC2)c1	-7	-12
71	CCCCN(CC)S(=O)(=O)c1ccc(C(=O)Nc2nnc(-c3ccccc3Cl)o2)cc1	-5	1
72	CC(Sc1nc2ccccc2o1)C(=O)O (centres undefined)	-20	21
73	CC1CCN(C(=O)N2c3ccccc3Sc3ccccc32)CC1	.	-18
74	COC(=O)C1=C(C)Nc2nnnn2C1c1ccco1 (centres undefined)	-19	6
75	COc1ccc(C(=O)NC(=O)CSc2nnc(-c3ccco3)n2-c2ccccc2)cc1	-6	.
76	NC(=O)c1ccc(NC(=O)C2CCCO2)cc1 (centres undefined)	.	-6
77	N#CCn1nnc(-c2ccc3c(c2)OCO3)n1	-4	2
78	CCOCC(=O)Nc1ccccc1C(=O)OCC	-31	4
79	O=C(CSc1nnc(CNc2ccc(F)cc2)n1Cc1ccccc1)N1CCOCC1	3	6
80	Cc1ccc(N2CC(C(=O)Nc3nnc(C(C)C)s3)CC2=O)cc1 (centres undefined)	-7	-9
81	CCOc1ccc(N2C(=O)c3ccc(C(=O)OCc4c(C)noc4C)cc3C2=O)cc1	10	10
82	COC(=O)c1cc(NC(=O)C2COc3ccccc3O2)ccc1Cl (centres undefined)	-12	12
83	CCOC(=O)N1CCC(NC(=O)CC(NS(=O)(=O)c2ccc(Cl)cc2)c2ccco2)CC1 (centres undefined)	-6	.
84	O=C(CN(CCc1ccccc1)C(=O)CNS(=O)(=O)c1ccccc1)NCc1ccco1	-9	14
85	O=C(NC1(C(=O)NC2CCCCC2)CCCCC1)c1ccccn1	.	7
86	Cc1ccccc1N1C(N)=NC(N)=NC1(C)C	-9	6
87	COc1cc2c3c(c1)/C(=C1/SC(NC(C)=O)=NC1=O)C(=O)N3C(C)(C)C=C2C	11	-4
88	O=C(Nc1ccc(N2CCOCC2)c2nonc12)C1CCCC1	.	-5
89	CCN(CC)C(=O)c1c(C)nc2ccccn12	.	-1
90	COc1ccc(N(C(=O)C2CCCCC2)C2C=CS(=O)(=O)C2)c(OC)c1 (centres undefined)	-8	-13

entry	SMILES	HIV RNase H inh	RmlC RmlD mix
91	COc1ccc(OC)c(-c2cc(C(=O)Nc3cccc(Cl)c3)no2)c1	-11	-16
92	COc1ccc(/C(N)=N/OC(=O)c2cccc([N+](=O)[O-])c2)cc1	.	-11
93	CCCCN(CCCC)CC(O)CN1C(=O)NC(C)(C)C1=O (centres undefined)	.	-2
94	CCn1c(O)c(C2=NCCCC2)c2ccccc21	-3	-18
95	COc1cc2c(cc1NC(=O)CSc1nnnn1-c1ccccc1)oc1ccccc12	-5	13
96	Cc1ccc(-n2ncc3c(=O)n(CC(=O)NCc4ccco4)cnc32)cc1C	-3	-8
97	Clc1ccccc1-c1nnc2sc(-c3ccncc3)nn12	-63	3
98	N#Cc1ccc(-c2ccc(OCC(O)Cn3nnc4ccccc43)cc2)cc1 (centres undefined)	-12	8
99	CCCC(C(=O)NC1CCCC1)N(C(=O)Cn1nnc(-c2ccc(C)o2)n1)c1ccccc1OC (centres undefined)	-4	-11
100	CCOC(=O)C1SC2(C(F)(F)F)CC1(O)c1c(C)cc(C)nc1O2 (centres undefined)	2	3
101	CC1=C(C(=O)OCc2ccccc2)C(c2ccc(Cl)cc2Cl)NC(=O)N1CCCCCC(=O)O (centres undefined)	.	-10
102	Cc1cc(NC(=O)C2C3C=CC(C3)C2C(=O)O)no1 (centres undefined)	.	0
103	COc1ccccc1NC(=O)N(Cc1cc2cc(OC)c(OC)cc2[nH]c1=O)CC1CCCO1 (centres undefined)	-38	.
104	O=C(NC(NC(=S)Nc1ccccc1C(=O)O)C(Cl)(Cl)Cl)c1cccc([N+](=O)[O-])c1 (centres undefined)	.	107
105	COc1cccc(C(=O)Nc2ccc(NC(=O)C(C)(C)C)cn2)c1	-3	-2
106	CCC(CC)NC(=O)CCc1nc2ccccc2c(=O)[nH]1	.	-8
107	CCCc1nc2c(nnn2Cc2ccccc2)c(=O)[nH]1	-61	19
108	Cc1ccc(N2C(=O)N(CC(=O)NCc3ccc(Cl)cc3)C(=O)C2C)cc1 (centres undefined)	.	6
109	COc1cccc(C(=O)N=c2sc3c(C)ccc(OC)c3n2C)c1	.	-8
110	O=C(NCCOC12CC3CC(CC(C3)C1)C2)c1cccc(Br)c1	.	0
111	COc1cccc(C(=O)Nc2ccccc2N2CCOCC2)c1	-10	16
112	CCN(CCCNC(=O)Cn1ncc2c(=O)oc3ccccc3c21)c1cccc(C)c1	-5	.
113	CCOC(=O)c1[nH]c(C)c(C)c1C	-3	-9
114	COC(=O)N1CCN(S(=O)(=O)c2ccc(F)cc2)CC1	-2	11
115	CC(C)CNC(=O)C1Nc2ccc(C(F)(F)F)cc2C2C=CCC12 (centres undefined)	.	4
116	Cc1ccc(OCCCN2CCCC2)c(C)c1	.	20
117	c1ccc(-c2csc(Nc3cccnc3)n2)nc1	6	14
118	O=C1C(Cc2ccccc2)S/C(=N/N=C/c2ccco2)N1c1ccccc1 (centres undefined)	.	-13
119	COC(=O)CNc1c(-c2ccccc2)nc2ccc(Br)cn12	.	-10
120	Cn1c(=O)c2cc(S(=O)(=O)NCCC(=O)NC3CCCCCCC3)ccc2n(C)c1=O	-3	12

entry	SMILES	HIV RNase H inh	RmlC RmlD mix
121	Cc1ccc(N(Cc2ccc(C(=O)NC3CCCCC3)cc2)S(C)(=O)=O)cc1C	.	7
122	CCN(CC)S(=O)(=O)c1ccc(OC)c(NS(=O)(=O)c2ccc(F)cc2)c1	.	-6
123	CN1C(=O)c2ccc(N3CCCC3)cc2C1=O	-15	-2
124	O=C(Cn1c(=O)n(-c2ccccc2)c(=O)c2sccc21)N1CCCC1	-27	-40
125	CCC1(C)CC(CCNS(=O)(=O)c2ccc(C)cc2)(c2ccc(C)cc2)CCO1 (centres undefined)	.	-8
126	Cc1ccccc1-n1nc(C)c2cc(C(=O)NCc3cccnc3)sc21	-16	9

# From entry 113 to 115, copied from above:
entry	SMILES	HIV RNase H inh	RmlC RmlD mix
113	CCOC(=O)c1[nH]c(C)c(C)c1C	-3	-9
114	COC(=O)N1CCN(S(=O)(=O)c2ccc(F)cc2)CC1	-2	11
115	CC(C)CNC(=O)C1Nc2ccc(C(F)(F)F)cc2C2C=CCC12 (centres undefined)	.	4

# Arranged by molar mass (rising): some entries from above
entry	SMILES	HIV RNase H inh	RmlC RmlD mix
123	CN1C(=O)c2ccc(N3CCCC3)cc2C1=O	-15	-2
124	O=C(Cn1c(=O)n(-c2ccccc2)c(=O)c2sccc21)N1CCCC1	-27	-40
125	CCC1(C)CC(CCNS(=O)(=O)c2ccc(C)cc2)(c2ccc(C)cc2)CCO1 (centres undefined)	.	-8

# Source: PubChem (several laboratories)
